Source: PubChem BioAssay (several laboratories)
TPT1 inhibitor = Candida albicans TPT1 enzyme inhibitors, primary screen, biochemical, fluorescence polarization | inhibition, % at 5 µM | recombinant caTPT1, FP RNA substrate dephosphorylation | 300,000 compounds, 0.81% hits | AID 1962, 2009 | tRNA 2'-phosphotransferase TPT1 (Candida albicans SC5314);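 active means inhibition above the mean of all tested compounds plus 3 SD, set per screening campaign, cut at about 24% in these data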;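 further: plate controls were DMSO alone for no effect and ferristatin control at 100 nM for full effect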
CR mimetic SO = reduction of superoxide in aged yeast, primary screen, HTS; S. cerevisiae aged cells, superoxide DHE fluorescence; hits give low values; superoxide response (% of plate mean), % at 10 µM; 330,000 compounds, 0.18% hits;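 active means superoxide response under a set limit, about three screen SD below normal, cut at about 65% in these data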;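 further: yeast aged for seven days with compound at 30 °C before DHE staining; 100% = average MFI of all compound-treated wells on the plate with controls excluded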
ZTA counter = blocks Epstein-Barr virus ZTA, an EBNA-1 counter-screen; P03206; ZTA-DNA binding, fluorescence polarization; inhibition, % at 11 µM; 320,000 compounds, 0.15% hits; in the data active means inhibition above about 33%
Target sequence (P03206 whole entry, looked up): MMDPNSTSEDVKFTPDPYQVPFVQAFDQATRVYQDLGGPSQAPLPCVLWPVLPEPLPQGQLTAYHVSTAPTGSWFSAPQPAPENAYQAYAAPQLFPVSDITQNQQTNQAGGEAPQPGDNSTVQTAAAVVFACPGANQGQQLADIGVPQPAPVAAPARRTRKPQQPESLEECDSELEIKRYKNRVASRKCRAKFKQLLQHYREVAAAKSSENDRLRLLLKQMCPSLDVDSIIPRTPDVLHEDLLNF
PP1 counter = PP1-alpha phosphatase inhibitors, primary screen, counter-screen for PP5 inhibitor project, biochemical, fluorescence, OMFP substrate, single point; purified PP1alpha; inhibition, % at 6.7 µM; 320,000 compounds, 0.9% hits; AID 2235, 2010;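 active means inhibition above the mean inhibition of all tested compounds plus 3 SD, computed separately for each screening campaign, cut at about 15% in these data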
EBNA-1 inhibitor = EBNA-1 DNA-binding inhibitors, primary screen, biochemical, fluorescence polarization | inhibition, % at 14.8 µM | 300,000 compounds, 0.34% hits; in the data active means inhibition above about 28%
PP5 primary = PP5 phosphatase inhibitors, primary screen, biochemical, fluorescence; purified PP5c, OMFP substrate fluorescence; inhibition, % at 6.7 µM; Serine/threonine-protein phosphatase 5 (Homo sapiens), P53041; 320,000 compounds, 0.18% hits; AID 1987, 2009;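 active means inhibition above the campaign's mean inhibition across all tested compounds plus 3 SD, cut at about 9.5% in these data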;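 further: 0% = DMSO only and 100% = 100 µM cantharidin control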
Target sequence (P53041 whole entry, looked up): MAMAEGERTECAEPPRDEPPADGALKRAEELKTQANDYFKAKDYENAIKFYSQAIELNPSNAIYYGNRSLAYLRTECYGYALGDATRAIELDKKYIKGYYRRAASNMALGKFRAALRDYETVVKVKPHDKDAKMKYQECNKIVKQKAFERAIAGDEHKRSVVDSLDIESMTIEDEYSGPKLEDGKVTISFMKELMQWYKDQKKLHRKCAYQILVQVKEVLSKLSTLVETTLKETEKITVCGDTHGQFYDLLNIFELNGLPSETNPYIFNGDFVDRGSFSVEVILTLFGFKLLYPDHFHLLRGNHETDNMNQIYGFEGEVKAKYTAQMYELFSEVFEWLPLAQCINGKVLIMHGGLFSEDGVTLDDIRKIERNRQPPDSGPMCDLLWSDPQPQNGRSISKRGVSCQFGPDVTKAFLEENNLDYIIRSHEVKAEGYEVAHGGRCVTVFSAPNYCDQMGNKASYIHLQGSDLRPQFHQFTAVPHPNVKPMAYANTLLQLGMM
core dimer inh = inhibitors of HCV core protein dimerization, primary screen, biochemical, TR-FRET, high-throughput. TR-FRET GST/Flag-core106 dimerization, 1536-well. inhibition, % at 5 µM. 300,000 compounds, 0.33% hits;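 active means inhibition above the mean of all tested compounds plus 3 SD, set per screening campaign, cut at about 45% in these data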
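assay system = GST-tagged and Flag-tagged HCV core protein residues 1-106 | controls = unlabelled core106 and no-GST-core106 wells | incubation = compound-protein-antibody incubation 4 h at 22.5 °C | probe or stimulus = Eu donor and XL665 acceptor anti-tag antibodies | read-out = % inhibition based on acceptor/donor emission ratio | signal = TR-FRET 671 and 617 nm emission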
CTSL1 counter = Fasciola hepatica cathepsin L1 inhibitors, primary screen, counter-screen for PFM18AAP inhibitor project, biochemical, QFRET, fluorogenic peptide substrate. recombinant F. hepatica cathepsin L1, Z-Leu-Arg-MCA fluorescence. inhibition, % at 5.96 µM. 300,000 compounds, 0.49% hits. AID 1906, 2009;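 active means inhibition above the mean of all tested compounds plus 3 SD, set per screening campaign, cut at about 17% in these data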;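 further: 0% = plate median of test compound wells and 100% = 1 µM Z-Phe-Ala-diazomethylketone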
GASC-1 inh = inhibitors of GASC-1 histone demethylase, primary screen, biochemical, fluorescence, DELFIA europium | Lysine-specific demethylase 4C (Homo sapiens), Q9H3R0 | GST-JMJD2C(1-420) H3K9me3 demethylation | AID 2099, 2009 | 330,000 compounds, 0.069% hits | inhibition, % at 2.35 µM;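 active means more than half of a compound's replicate wells show inhibition beyond 50%, single wells judged on their own value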;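 further: signal counts dimethyl H3K9 product captured on neutravidin plate; 0% = median of DMSO wells and 100% = 0.3 times that DMSO median; strong numbers were not always called active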
* marks the source's active call; other numbers are inactive results; i = inactive; . = no result given.

1: Cn1c(=O)[nH]c(=O)c2c1nc(N1CCOCC1)n2CCc1ccccc1
2: CS(=O)(=O)N1CCC(C(=O)Nc2ccc(C(F)(F)F)cc2)CC1
3: Cc1nc(N2CCN(Cc3ccccc3)CC2)[nH]c(=O)c1C
4: N#Cc1ccc(-c2ccco2)nc1SCC(=O)c1ccc(Cl)cc1
5: O=C(CSc1nccc(-c2cccs2)n1)Nc1cccc(Cl)c1
6: Cc1ccc(NC(=O)c2ccc3ccccc3n2)cc1S(=O)(=O)N(C)C
7: CCN(Cc1ccccc1)C(=O)CS(=O)(=O)c1ccccc1
8: Cc1ccc2nc3c(cc(C(=O)NCCN4CCOCC4)c(=N)n3CCCN3CCOCC3)c(=O)n2c1

| compound no. | 1 | 2 | 3 | 4 | 5 | 6 | 7 | 8 |
| --- | --- | --- | --- | --- | --- | --- | --- | --- |
| TPT1 inhibitor | -4 | -3 | 3 | 99* | -1 | 2 | -7 | -2 |
| CR mimetic SO | 108 | 98 | 90 | 103 | 95 | 113 | 96 | 96 |
| ZTA counter | -8 | 10 | -2 | 28 | 4 | 2 | -19 | 4 |
| PP1 counter | -4 | -5 | -1 | 26* | -1 | 0 | 3 | 4 |
| EBNA-1 inhibitor | 4 | -3 | -5 | 2 | 5 | 13 | -10 | -3 |
| PP5 primary | 0.8 | 2.5 | 0.8 | 0.7 | 1.9 | 0.3 | 1.1 | 1.8 |
| core dimer inh | -5 | -5 | 3 | 8 | 5 | 4 | -42 | -4 |
| CTSL1 counter | -1 | 3 | 5 | 5 | -2 | 0 | 1 | -1 |
| GASC-1 inh | 31 | 8 | -16 | 6 | 9 | -2 | -3 | 7 |

9: COc1ccc(-c2noc(=O)n2CC(=O)N2CCC(Cc3ccccc3)CC2)cc1
10: Cc1ccc(OCc2n[nH]c(=S)n2Cc2ccccc2)cc1
11: CCOC(=O)c1c(NC(=O)CSc2nnc(CNc3ccc(Cl)cc3)o2)sc(C)c1C
12: O=C(Nc1cccc(S(=O)(=O)N2CCOCC2)c1)C1CCN(S(=O)(=O)c2ccccc2)CC1
13: O=C(CSc1ccc(-c2ccc(F)cc2)nn1)N1CCCc2ccccc21
14: Cc1cccc(CCNC(=O)C2CCC(CNS(=O)(=O)c3cccs3)CC2)c1 (centres undefined)
15: CC1(C)NC(=O)N(CC(O)CN2CCCC2)C1=O (centres undefined)
16: O=C(NCCc1cccnc1)c1cc(COc2ccc(F)cc2F)on1

| compound no. | 9 | 10 | 11 | 12 | 13 | 14 | 15 | 16 |
| --- | --- | --- | --- | --- | --- | --- | --- | --- |
| TPT1 inhibitor | -2 | 0 | 0 | . | -1 | 0 | 0 | -2 |
| CR mimetic SO | 93 | 99 | 110 | 84 | 128 | 97 | 101 | 91 |
| ZTA counter | 1 | -2 | -2 | 5 | -14 | 1 | 7 | 13 |
| PP1 counter | -2 | -2 | -1 | -4 | 2 | 3 | 2 | -3 |
| EBNA-1 inhibitor | -2 | 2 | 4 | . | -15 | -10 | -9 | -2 |
| PP5 primary | -1.8 | -0.8 | 4.2 | -3.2 | 4.9 | 1.7 | 1.8 | 4.1 |
| core dimer inh | 5 | 0 | 4 | . | 5 | -2 | -4 | 8 |
| CTSL1 counter | 1 | -1 | 7 | . | 3 | -2 | -3 | 4 |
| GASC-1 inh | 4 | -24 | 1 | 2 | 5 | -4 | 12 | -16 |

Five entries from above, with tabs:
#	SMILES	TPT1 inhibitor	CR mimetic SO	ZTA counter	PP1 counter	EBNA-1 inhibitor	PP5 primary	core dimer inh	CTSL1 counter	GASC-1 inh
5	O=C(CSc1nccc(-c2cccs2)n1)Nc1cccc(Cl)c1	-1	95	4	-1	5	1.9	5	-2	9
13	O=C(CSc1ccc(-c2ccc(F)cc2)nn1)N1CCCc2ccccc21	-1	128	-14	2	-15	4.9	5	3	5
3	Cc1nc(N2CCN(Cc3ccccc3)CC2)[nH]c(=O)c1C	3	90	-2	-1	-5	0.8	3	5	-16
9	COc1ccc(-c2noc(=O)n2CC(=O)N2CCC(Cc3ccccc3)CC2)cc1	-2	93	1	-2	-2	-1.8	5	1	4
11	CCOC(=O)c1c(NC(=O)CSc2nnc(CNc3ccc(Cl)cc3)o2)sc(C)c1C	0	110	-2	-1	4	4.2	4	7	1

New compounds follow:
17: Cc1cccc(CSc2ncnc3c2cnn3Cc2ccccc2)c1
18: CC(C)CC(N=Cc1c(O)c2ccccc2oc1=O)C(=O)O (centres undefined)
19: OC(COC(c1ccccc1)c1ccccc1)CN1CCOCC1 (centres undefined)
20: CC(C)Oc1ccc(Cc2cnc(N)nc2N)cc1
21: CC(Sc1nnc(Cc2ccc3c(c2)OCO3)o1)C(N)=O (centres undefined)
22: O=C(Nc1ccc(C(F)(F)F)cc1)C1CCCCN1S(=O)(=O)c1ccccc1 (centres undefined)
23: COC(=O)CCc1c(C)c(C(=O)c2cccc(OC)c2OC)c2ccccn12
24: C/C(=N\Nc1nncc2ccccc12)c1ccc(O)cc1

| compound no. | 17 | 18 | 19 | 20 | 21 | 22 | 23 | 24 |
| --- | --- | --- | --- | --- | --- | --- | --- | --- |
| TPT1 inhibitor | -4 | 9 | -3 | -1 | 2 | . | 0 | 0 |
| CR mimetic SO | 101 | 101 | 83 | i | 90 | 97 | 95 | 136 |
| ZTA counter | 8 | 3 | -4 | 2 | 3 | -7 | -5 | -3 |
| PP1 counter | 1 | -4 | -1 | -3 | -3 | 0 | -2 | 3 |
| EBNA-1 inhibitor | 1 | -7 | -8 | 3 | 6 | . | 7 | -8 |
| PP5 primary | 1.4 | -0.3 | -1.0 | 1.5 | -1.9 | 4.7 | 1.0 | 4.3 |
| core dimer inh | -5 | -5 | -4 | -5 | -4 | . | 2 | -21 |
| CTSL1 counter | -1 | 7 | 1 | 0 | 9 | . | -8 | 12 |
| GASC-1 inh | 0 | 2 | 23 | 2 | -11 | . | 2 | -8 |

Given with two lines to a compound: entries from further up
Under each structure: TPT1 inhibitor, CR mimetic SO, ZTA counter, PP1 counter, EBNA-1 inhibitor, PP5 primary, core dimer inh, CTSL1 counter, GASC-1 inh
[11] CCOC(=O)c1c(NC(=O)CSc2nnc(CNc3ccc(Cl)cc3)o2)sc(C)c1C
→ 0, 110, -2, -1, 4, 4.2, 4, 7, 1
[23] COC(=O)CCc1c(C)c(C(=O)c2cccc(OC)c2OC)c2ccccn12
→ 0, 95, -5, -2, 7, 1.0, 2, -8, 2
[20] CC(C)Oc1ccc(Cc2cnc(N)nc2N)cc1
→ -1, i, 2, -3, 3, 1.5, -5, 0, 2
[5] O=C(CSc1nccc(-c2cccs2)n1)Nc1cccc(Cl)c1
→ -1, 95, 4, -1, 5, 1.9, 5, -2, 9

Carrying on:
25: O=C(CCC(F)(F)F)N1CCCC(N2CCN(c3cccc(Cl)c3)CC2)C1 (centres undefined)
26: O=C(COC(=O)CCc1ccccc1)NCc1ccccc1
27: CCOC(=O)C1=C(CS(=O)(=O)c2ccccc2)NC(=O)NC1c1ccc(O)c(OC)c1 (centres undefined)
28: CC(NC(=O)/C(C#N)=C/c1ccc(C(=O)O)cc1)c1ccccc1 (centres undefined)
29: O=c1ccc(S(=O)(=O)N2CCCC2)cn1Cc1ccc(Cl)cc1Cl
30: C=CCc1cccc2cc(C(=O)NC3CCCC3)c(=O)oc12

| compound no. | 25 | 26 | 27 | 28 | 29 | 30 |
| --- | --- | --- | --- | --- | --- | --- |
| TPT1 inhibitor | 0 | . | 0 | -5 | . | -4 |
| CR mimetic SO | 88 | 101 | 89 | 89 | 120 | 84 |
| ZTA counter | -15 | -4 | 6 | 7 | 5 | 2 |
| PP1 counter | -4 | 0 | -2 | 1 | -9 | 0 |
| EBNA-1 inhibitor | -6 | . | 1 | 6 | . | 2 |
| PP5 primary | 1.8 | 2.8 | 4.0 | -1.0 | -0.6 | 1.5 |
| core dimer inh | -13 | . | -8 | -2 | . | 4 |
| CTSL1 counter | 7 | . | -4 | 5 | . | 2 |
| GASC-1 inh | -11 | -1 | 0 | 7 | -9 | 11 |
